MRP reversal = reversal of MRP1-mediated doxorubicin resistance, primary screen, H69AR cells, doxorubicin co-treatment; H69AR cells + 2 uM doxorubicin, CellTiter-Glo, 72 h; differential viability (reversal), % at 10 µM; actives 0.04% (n = 85,000);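 active = viability drop by adding the cancer drug above about 55%, with treated viability meeting a 40% cutoff, limit read from the data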;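 note: viability without doxorubicin minus viability with 2 µM doxorubicin for each compound; larger differential means the compound sensitizes cells more to doxorubicin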
PLAP inhibition = PLAP enzyme inhibitors, biochemical, luminescence, HTS (AID 690); Alkaline phosphatase, placental type (Homo sapiens); purified PLAP, luminescent substrate; higher % means a stronger effect; inhibition, % at 20 µM, or IC50 in µM where a hit was titrated; actives 0.08% (n = 96,000); in the data active = a potency from the dose series; inactive = the rest, 99 in 100 with inhibition below about 30%; note: strong numbers were not always called active
IL1B NFkB inh = inhibitors of IL-1B driven NFkB p65 nuclear import, primary screen, imaging, HUVEC, IL-1B stimulus, high-content imaging; actives 0.43% (n = 94,000); HUVEC IL-1B NFkB p65 nuclear translocation imaging; inhibition, % at 2 µM;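 active = inhibition above about 30% together with a positive call from visual inspection of the well image, limit read from the data; inconclusive = inhibition above a set limit but visual check negative; inactive = inhibition not above a set limit, visual check negative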;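 note: nuclear over cytoplasmic p65 intensity ratio measured by imaging; 0% = IL-1B stimulated DMSO wells and 100% = unstimulated DMSO wells; values of inactives mirror those of a sister screen read the other way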
IL1B NFkB pot = enhancers of NFkB p65 translocation in HUVEC – imaging, IL-1B stimulus, high-content imaging, primary screen. HUVEC IL-1B NFkB p65 nuclear translocation imaging. AID 819, 2007. actives 0.3% (n = 94,000). activation, % at 2 µM;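 active = activation above 40%, about the mean plus 3 SD, also judged a hit on visual image review; inconclusive = activation above 40% but not a hit on visual review; inactive = activation not above 40% and no visual hit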;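 note: percent activation is computed from the nuclear over cytoplasmic p65 intensity ratio; values of inactives mirror those of a sister screen read the other way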
Bcl-B displacement = displacers of TR3 peptide from Bcl-B, primary screen, selectivity assay for Bfl-1 inhibitor project, biochemical, fluorescence polarization; FP displacement of FITC-TR3 peptide from Bcl-B; higher % means a stronger effect; displacement, % at 20 µM, or IC50 in µM where a hit was titrated; actives 0.11% (n = 96,000);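 active = displacement above 50% at 20 µM plus a fluorescence interference ratio under 1.5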;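 note: plate controls were wells without compound for no effect and wells lacking Bcl-B protein for full effect; a part of the inactive calls stands beside numbers as strong as those of hits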
MRP reversal cytotoxicity = also measured in MRP reversal; calls as there; viability, %; H69AR cells, CellTiter-Glo, 72 h; measured here: cytotoxicity without doxorubicin
MRP reversal with doxorubicin = second read-out of MRP reversal, no call of its own (marks repeat the call); viability, %; measured here: viability with 2 uM doxorubicin; hits give low values
IL1B NFkB inh cell count 2 µM = second read-out of IL1B NFkB inh, no call of its own (marks repeat the call); cell count; measured here: cells passing quality filter;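 raw number of nuclei counted in each imaged well without normalization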
IL1B NFkB pot cell count 2 µM = second read-out of IL1B NFkB pot, no call of its own (marks repeat the call); cell count; measured here: cells passing quality filter
Starred values were filed as active, the others as inactive; ? = inconclusive; · = no result given.

SMILES | MRP reversal | MRP reversal cytotoxicity | MRP reversal with doxorubicin | PLAP inhibition | IL1B NFkB inh | IL1B NFkB inh cell count 2 µM | IL1B NFkB pot | IL1B NFkB pot cell count 2 µM | Bcl-B displacement
CC(=O)NC(CC(=O)NCC(c1ccco1)N(C)C)c1ccccc1 (configuration not stated) | 10 | 91 | 81 | -33% | 12 | 101 | -12 | 101 | 13%
CCNC(=O)NC(=O)C(C)Sc1nc2cc(C(=O)OC)ccc2c(=O)n1-c1ccccc1 (configuration not stated) | 11 | 81 | 69 | -16% | 14 | 129 | -15 | 129 | -17%
CCCC(=O)Nc1c(-c2cccs2)c(=O)c2ccccc2n1C | -2 | 77 | 79 | 8% | -18 | 158 | 18 | 158 | 7%
O=C(c1ccc2c(c1)OCO2)N(CC1CCCO1)C1(C(=O)NC2CCCC2)CCCCC1 (configuration not stated) | 15 | 100 | 85 | -60% | · | · | · | · | -1%
CCn1c(SCC(=O)NC(=O)NCc2ccco2)nc2sc(C)c(C)c2c1=O | · | · | · | -13% | -6 | 237 | 6 | 237 | -45%
Cc1cccc2cc(COC(=O)COc3ccccc3)c(=O)[nH]c12 | -1 | 98 | 98 | -4% | 7 | 128 | -7 | 128 | -10%
CCOc1cc(/C=C2\C(=O)N(c3nc(-c4ccc(Br)cc4)cs3)N=C2c2ccccc2)ccc1O | 12 | 59 | 46 | 36% | 0 | 180 | 0 | 180 | 44µM*
COc1ccc2cc(CN(CC3CCCO3)S(=O)(=O)c3ccc(C(C)=O)cc3)c(=O)[nH]c2c1 (configuration not stated) | · | · | · | -29% | -10 | 165 | 10 | 165 | 3%
Cc1ccc(NC(=O)C2CCN(S(=O)(=O)c3cccc4cccnc34)CC2)nc1 | -3 | 89 | 92 | -56% | -14 | 55 | 15 | 55 | -2%
O=C1C(Cc2ccc(O)cc2)NC(=S)N1c1ccccc1 (configuration not stated) | · | · | · | 9% | 7 | 121 | -7 | 121 | 0%
COc1ccc(CC(=O)N2CCCC(C)C2)cc1 (configuration not stated) | 3 | 102 | 99 | -9% | -6 | 155 | 6 | 155 | -2%
O=C(CSc1ccc(Cl)cc1)N1CCN(c2ccc(Cl)cc2[N+](=O)[O-])CC1 | · | · | · | 5% | 7 | 120 | -7 | 120 | -9%
COC(=O)/C(=C(/F)Sc1cc(C)c(O)c(C)c1)C(F)(F)F | 1 | 3 | 2 | -13% | 3 | 124 | -3 | 124 | -2%
CC(C(=O)NCc1cccs1)N1C(=O)c2ccccc2C1=O (configuration not stated) | 19 | 103 | 84 | 3% | -6 | 156 | 7 | 156 | -6%
CCN(CC)CC#CCC1(O)c2ccccc2-c2ccccc21 | · | · | · | -6% | -56 | 127 | ? | · | 2%
O=C(C1CCCN1S(=O)(=O)c1cccc2cccnc12)N1CCN(c2ccccc2)CC1 (configuration not stated) | 10 | 93 | 82 | -65% | -5 | 163 | 5 | 163 | -2%
CCC(C)c1ccccc1NC(=O)COC(=O)c1ccc(C)c(NC(=O)c2ccco2)c1 (configuration not stated) | · | · | · | -4% | 0 | 124 | 0 | 124 | 1%
COc1cccc(C2CC(c3ccc(Cl)cc3)n3nc(N)nc3N2)c1 (configuration not stated) | 8 | 107 | 99 | -1% | -16 | 56 | 15 | 56 | 1%
CCc1nnc(NC(=O)CSc2nnc(CSc3nc(C)cc(C)n3)n2C)s1 | 1 | 90 | 89 | -15% | -3 | 73 | 3 | 73 | -1%
Cc1cccc(C(=O)O/N=C2\CCSc3ccc(C)cc32)c1 | · | · | · | 19% | 7 | 123 | -7 | 123 | 2%
O=C(Nc1ccc2oc(-c3cccc4ccccc34)nc2c1)c1ncn[nH]1 | · | · | · | -211% | -5 | 170 | 5 | 170 | -7%
Cc1sc(-c2ccncc2)nc1OC(=O)c1cc(Cl)cc(Cl)c1 | 28 | 110 | 81 | 14% | -4 | 160 | 4 | 160 | 3%
O=C(Nc1ccc(Br)cc1F)C1CCCO1 (configuration not stated) | 16 | 95 | 78 | · | -13 | 143 | 13 | 143 | ·
Cc1cc(NS(=O)(=O)c2ccc(-c3ccccc3)cc2)no1 | 4 | 91 | 87 | -29% | 3 | 174 | -3 | 174 | -6%
CCOC(=O)c1cc2sccc2n1CC(=O)Nc1ccc(OC)cc1OC | -8 | 75 | 83 | -20% | 2 | 165 | -2 | 165 | 2%

(more compounds)
SMILES | MRP reversal | MRP reversal cytotoxicity | MRP reversal with doxorubicin | PLAP inhibition | IL1B NFkB inh | IL1B NFkB inh cell count 2 µM | IL1B NFkB pot | IL1B NFkB pot cell count 2 µM | Bcl-B displacement
N#Cc1c(N)oc(-c2cccs2)c1-c1cccs1 | 15 | 97 | 82 | 2% | -14 | 170 | 14 | 170 | 7%
CCc1ccc(NC(=O)CN2C(=O)CSC2=O)cc1 | -3 | 93 | 96 | · | -14 | 121 | 14 | 121 | ·
Nc1ccc(Nc2ccncc2[N+](=O)[O-])cc1 | 27 | 88 | 61 | 35% | -14 | 188 | 14 | 188 | 6%
COc1ccc(CC(CC(=O)O)C(=O)Nc2ccc(OC)cc2)cc1 (configuration not stated) | · | · | · | -2% | 2 | 162 | -2 | 162 | -6%
Nc1nc(-c2ccc(F)cc2)cc(C(F)(F)F)n1 | 16 | 103 | 87 | 28% | -26 | 198 | 26 | 198 | -13%
Clc1ccccc1C1SCC2Nc3ccccc3CN21 (configuration not stated) | · | · | · | 5% | -13 | 91 | 13 | 91 | -2%
O=C(COc1ccccc1Cl)NCc1ccco1 | 12 | 98 | 86 | 5% | 99* | 21* | -99 | 21 | -7%
N#CCC(=N)N1CCN(c2ccccc2Cl)CC1 | · | · | · | 0% | 4 | 141 | -4 | 141 | 5%
Cc1ccc(-c2nc3ncccn3c2Nc2ccc3c(c2)OCO3)o1 | 19 | 98 | 80 | · | -4 | 127 | 4 | 127 | ·
O=C(NCc1cccnc1)NC(C(F)(F)F)C(F)(F)F | -4 | 92 | 96 | 1% | -26 | 110 | 26 | 110 | -4%
CCOC(=O)c1nc2ccccc2s1 | -14 | 95 | 108 | 5% | -27 | 132 | 27 | 132 | -1%
CCOc1ccc(C2CC(c3ccccc3)Nc3nc(N)nn32)cc1 (configuration not stated) | -6 | 99 | 104 | 3% | · | · | · | · | 0%
CCCn1nnc(NC(=O)c2ccc(Br)cc2)n1 | 1 | 104 | 103 | 0% | -13 | 99 | 13 | 99 | -1%
COc1ccc(N2CC(C(=O)OCC(=O)c3ccccc3)CC2=O)cc1 (configuration not stated) | -6 | 84 | 90 | 8% | -6 | 150 | 6 | 150 | -1%
c1ccc(-c2ccc(-c3nc(-c4ccccn4)no3)cc2)cc1 | -2 | 34 | 36 | -5% | 14 | 71 | -14 | 71 | 2%
Cc1ccc(NC(=O)C2CCCNC2=O)nc1 (configuration not stated) | 17 | 95 | 77 | -22% | -15 | 96 | 15 | 96 | -4%
O=C(NCCCO)NC12CC3CC(CC(C3)C1)C2 | 8 | 97 | 89 | -14% | -1 | 185 | 1 | 185 | 3%
CCn1ccc2cc(OC)ccc2c1=S | 0 | 98 | 98 | -1% | -1 | 143 | 1 | 143 | 17%
COc1ccccc1NC(=O)CSc1nnc(-c2ccco2)n1Cc1ccco1 | -5 | 74 | 79 | -51% | -28 | 122 | 28 | 122 | 19%
COc1ccc(C(=O)CN(C(=O)c2ccc(Cl)cc2)N2C(=O)C3CCCCC3C2=O)cc1 (configuration not stated) | -1 | 103 | 104 | 4% | -9 | 88 | 9 | 88 | 1%
O=C(Nc1ccc(C(=O)N2CCCCC2)cc1)c1ccc(Br)cc1 | · | · | · | -21% | 5 | 116 | -5 | 116 | 0%
Cc1cccc(NC(=O)C2C(C(=O)O)C3C=CC2C32CC2)c1C (configuration not stated) | -18 | 83 | 101 | -8% | 1 | 146 | -1 | 146 | 8%
S=C(c1ccc(N2CCCC2)cc1)N1CCCCC1 | -1 | 88 | 89 | 20% | 14 | 140 | -13 | 140 | -4%
O=C(c1ccccc1)C1CCc2occc2C1=O (configuration not stated) | 7 | 89 | 82 | 33% | -13 | 128 | 13 | 128 | -4%
COc1cccc(N2CCN(C(=O)Nc3ccc4c(c3)NC(=O)CO4)CC2)c1 | · | · | · | 9% | 6 | 122 | -6 | 122 | -3%

Part of the list above, reformatted:
> COc1ccc(N2CC(C(=O)OCC(=O)c3ccccc3)CC2=O)cc1 (configuration not stated)
  MRP reversal = -6
  MRP reversal cytotoxicity = 84
  MRP reversal with doxorubicin = 90
  PLAP inhibition = 8%
  IL1B NFkB inh = -6
  IL1B NFkB inh cell count 2 µM = 150
  IL1B NFkB pot = 6
  IL1B NFkB pot cell count 2 µM = 150
  Bcl-B displacement = -1%
> c1ccc(-c2ccc(-c3nc(-c4ccccn4)no3)cc2)cc1
  MRP reversal = -2
  MRP reversal cytotoxicity = 34
  MRP reversal with doxorubicin = 36
  PLAP inhibition = -5%
  IL1B NFkB inh = 14
  IL1B NFkB inh cell count 2 µM = 71
  IL1B NFkB pot = -14
  IL1B NFkB pot cell count 2 µM = 71
  Bcl-B displacement = 2%
> Cc1ccc(NC(=O)C2CCCNC2=O)nc1 (configuration not stated)
  MRP reversal = 17
  MRP reversal cytotoxicity = 95
  MRP reversal with doxorubicin = 77
  PLAP inhibition = -22%
  IL1B NFkB inh = -15
  IL1B NFkB inh cell count 2 µM = 96
  IL1B NFkB pot = 15
  IL1B NFkB pot cell count 2 µM = 96
  Bcl-B displacement = -4%
> O=C(NCCCO)NC12CC3CC(CC(C3)C1)C2
  MRP reversal = 8
  MRP reversal cytotoxicity = 97
  MRP reversal with doxorubicin = 89
  PLAP inhibition = -14%
  IL1B NFkB inh = -1
  IL1B NFkB inh cell count 2 µM = 185
  IL1B NFkB pot = 1
  IL1B NFkB pot cell count 2 µM = 185
  Bcl-B displacement = 3%

Next records.
SMILES | MRP reversal | MRP reversal cytotoxicity | MRP reversal with doxorubicin | PLAP inhibition | IL1B NFkB inh | IL1B NFkB inh cell count 2 µM | IL1B NFkB pot | IL1B NFkB pot cell count 2 µM | Bcl-B displacement
COC(=O)NCc1ccc2c(c1)OCO2 | 11 | 109 | 98 | 7% | -6 | 184 | 6 | 184 | -2%
Cc1cc(C)c2c(c1)/C(=N/NC(=S)Nc1ccc(F)cc1)CCC2 | · | · | · | -14% | -12 | 227 | 12 | 227 | 9%
COc1ccccc1N(O)C1CC(=O)N(c2ccc(Br)cc2)C1=O (configuration not stated) | -18 | 63 | 81 | -17% | · | · | · | · | 0%
CCCCc1ccc(NS(=O)(=O)N(C)C)cc1 | -4 | 97 | 100 | 8% | · | · | · | · | -7%
O=C1CN(C(=O)COC(=O)c2ccccc2NC(=O)c2ccco2)c2ccccc2N1 | 3 | 80 | 77 | 5% | -11 | 130 | 11 | 130 | 4%
Cc1ccc(C(C)C)c(OCCCN2CC(C)OC(C)C2)c1 (configuration not stated) | -7 | 96 | 103 | -55% | 7 | 151 | -7 | 151 | 6%
O=C(CSc1ccc(-c2ccc(F)cc2)nn1)NCc1ccco1 | 1 | 90 | 89 | · | 8 | 172 | -8 | 172 | ·

By substructure, the entries above containing a thiophene ring, fused or not (five)
SMILES | MRP reversal | MRP reversal cytotoxicity | MRP reversal with doxorubicin | PLAP inhibition | IL1B NFkB inh | IL1B NFkB inh cell count 2 µM | IL1B NFkB pot | IL1B NFkB pot cell count 2 µM | Bcl-B displacement
CCCC(=O)Nc1c(-c2cccs2)c(=O)c2ccccc2n1C | -2 | 77 | 79 | 8% | -18 | 158 | 18 | 158 | 7%
CCn1c(SCC(=O)NC(=O)NCc2ccco2)nc2sc(C)c(C)c2c1=O | · | · | · | -13% | -6 | 237 | 6 | 237 | -45%
CC(C(=O)NCc1cccs1)N1C(=O)c2ccccc2C1=O (configuration not stated) | 19 | 103 | 84 | 3% | -6 | 156 | 7 | 156 | -6%
CCOC(=O)c1cc2sccc2n1CC(=O)Nc1ccc(OC)cc1OC | -8 | 75 | 83 | -20% | 2 | 165 | -2 | 165 | 2%
N#Cc1c(N)oc(-c2cccs2)c1-c1cccs1 | 15 | 97 | 82 | 2% | -14 | 170 | 14 | 170 | 7%

Only part of the results is shown; count on the stated rates, not on these rows.
